TROY signal inh: TROY signaling inhibition | Q293 LMP1-TROYcd NF-kB luciferase reporter, 4 h | inhibition, % at 10 µM | 0.98% of 360,000 active;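 active means compounds whose plate-normalised and pattern-corrected inhibition of the luciferase reporter signal at the single screening dose is 50% or more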
TRAIL sens C8: sensitizes caspase-8 expressing cells to TRAIL; NB7+C8 cells + TRAIL, ATPlite viability luminescence; inhibition (viability loss, TRAIL sensitization), % at 10 µM; 1% of 360,000 active; AID 624354;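 active means compounds causing at least 50% loss of cell viability in the single-dose screen, relative to plate controls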
SRC3 inh: inhibitors of human steroid receptor coactivator 3 (SRC3). Q9Y6Q9. HEK293 GAL4-SRC3 luciferase reporter, luminescence. 0.17% of 360,000 active. inhibition, % at 3.6 µM. AID 588352;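 active means inhibition above a per-campaign cutoff, the mean of all compounds plus 3 SD, cut at about 60% in these data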;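 further: 0% = DMSO-treated cells and 100% = gossypol-treated cells at 36 µM; higher means less SRC3-driven luciferase light from the GAL4 reporter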
LRH-1 inv ag: NR5A2 inverse agonism in reporter assay | AID 602396 | O00482 | HEK293T StAR-luciferase reporter, LRH-1 transfected, 24 h | 0.13% of 360,000 active | inhibition, % at 3.6 µM;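 active means inhibition above the mean inhibition of all tested compounds plus 3 SD, cut at about 73% in these data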;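 further: 0% = DMSO wells and 100% = reporter-only cells lacking LRH-1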
Target sequence (O00482 whole entry, looked up): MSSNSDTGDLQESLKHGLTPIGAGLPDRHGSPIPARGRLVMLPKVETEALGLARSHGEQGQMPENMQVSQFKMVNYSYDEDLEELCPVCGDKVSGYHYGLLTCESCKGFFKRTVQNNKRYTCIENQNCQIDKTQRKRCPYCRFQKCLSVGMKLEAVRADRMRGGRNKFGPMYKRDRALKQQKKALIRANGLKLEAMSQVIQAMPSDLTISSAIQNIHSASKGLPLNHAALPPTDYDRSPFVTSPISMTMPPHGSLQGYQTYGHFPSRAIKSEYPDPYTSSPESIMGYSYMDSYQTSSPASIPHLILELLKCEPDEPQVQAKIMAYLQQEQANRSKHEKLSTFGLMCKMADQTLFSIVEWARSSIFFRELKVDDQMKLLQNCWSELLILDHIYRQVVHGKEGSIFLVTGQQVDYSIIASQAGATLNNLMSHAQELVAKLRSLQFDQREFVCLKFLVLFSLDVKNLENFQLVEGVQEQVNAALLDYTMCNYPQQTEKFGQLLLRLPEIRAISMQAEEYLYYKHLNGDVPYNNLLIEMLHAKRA
LMP1 NFkB inh: inhibitors of Epstein-Barr LMP1-induced NF-kappaB reporter; LMP1-induced NF-kappaB luciferase reporter cells, luminescence; 0.69% of 350,000 active; AID 504558; inhibition, % at 12.5 µM; in the data active means inhibition above about 41%;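 further: 0% = neutral control wells and 100% = reference inhibitor control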
COUP-TFII inh: inhibitors of human COUP-TFII (NR2F2); P24468; HEK293T NGFI-A luciferase reporter, luminescence; inhibition, % at 8.6 µM; 0.7% of 370,000 active;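 active means inhibition above a per-plate cutoff, mean inhibition of test wells between control levels plus 3 SD, cut at about 38% in these data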;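 further: cells cotransfected with COUP-TFII expression vector driving the NGFI-A reporter; 0% = median of COUP-TF2 test wells and 100% = reporter-only cells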
Target sequence (P24468 whole entry, looked up): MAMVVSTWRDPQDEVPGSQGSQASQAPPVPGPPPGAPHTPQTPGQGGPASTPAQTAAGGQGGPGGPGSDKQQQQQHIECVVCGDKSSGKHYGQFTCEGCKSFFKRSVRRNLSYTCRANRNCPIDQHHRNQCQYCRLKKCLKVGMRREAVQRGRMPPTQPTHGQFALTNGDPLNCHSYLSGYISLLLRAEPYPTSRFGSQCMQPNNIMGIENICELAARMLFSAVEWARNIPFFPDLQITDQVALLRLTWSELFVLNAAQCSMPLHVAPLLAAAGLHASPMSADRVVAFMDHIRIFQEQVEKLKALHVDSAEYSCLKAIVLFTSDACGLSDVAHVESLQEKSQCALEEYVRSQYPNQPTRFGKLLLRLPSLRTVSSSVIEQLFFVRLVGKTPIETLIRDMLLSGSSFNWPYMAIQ
SRC2 inh: inhibits human steroid receptor coactivator 2; HEK293 GAL4-SRC2 luciferase reporter, luminescence; Q15596; inhibition, % at 9 µM; 0.17% of 370,000 active;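 active means inhibition above the mean inhibition of all tested compounds plus 3 SD, set per campaign, cut at about 52% in these data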;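 further: 0% = DMSO treated cells and 100% = cells given Gossypol at 36 µM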
KKLEB cytotox: counter-screen for CF NF-kB inhibitors: cytotoxicity. activity change (cytotoxicity), % at 5 µM. AID 602141. KKLEB CF airway cells viability, ATPlite luminescence, overnight; stronger effect = lower value; cells stimulated with P. aeruginosa culture filtrate. 0.36% of 360,000 active;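 active means corrected activity change at or below -50% at 5 µM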
TWEAK Fn14 block: TWEAK-Fn14 signaling inhibition; TWEAK-stimulated Fn14 reporter cells, luciferase luminescence, 8 h; 2% of 360,000 active; inhibition, % at 10 µM; in the data active means inhibition above about 50%
SRC1 inh: human NCOA1 inhibition. Q15788. HEK293 GAL4-SRC1 luciferase reporter, luminescence. AID 588354. 0.12% of 360,000 active. inhibition, % at 3.6 µM;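 active means inhibition above the campaign mean plus 3 SD, with each screening campaign given its own cutoff, cut at about 60% in these data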;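 further: 0% = DMSO treated cells and 100% = gossypol at 36 µM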
CF NFkB block: inhibitors of cystic fibrosis induced NF-kB; 0.86% of 360,000 active; inhibition, % at 5 µM; AID 588850; KKLEB NF-kB-GFP reporter, PAF-induced, GFP fluorescence overnight;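 active means at least 50% inhibition at 5 µM, scaled per plate between neutral and stimulator controls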;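 further: PAF is a Pseudomonas aeruginosa culture filtrate used as stimulus; plate controls were PAF-stimulated DMSO wells for no effect and unstimulated DMSO wells for full effect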
An asterisk follows results filed as active; · = no result given.

SMILES	TROY signal inh	TRAIL sens C8	SRC3 inh	LRH-1 inv ag	LMP1 NFkB inh	COUP-TFII inh	SRC2 inh	KKLEB cytotox	TWEAK Fn14 block	SRC1 inh	CF NFkB block
Cc1ccc(/C=N/NC(=O)NN(C)c2ncc(C(F)(F)F)cc2Cl)cc1	17	-10	19	3	0	-10	-33	3	-26	-4	-10
CNc1ccc(/C=C(\C#N)C(=O)Nc2ccccn2)cc1[N+](=O)[O-]	-4	-18	6	0	1	-30	-10	3	-18	3	4
CC(C)c1ccc(NC(=O)C2CCN(C(=O)[C@@H]3Cc4ccccc4CN3)CC2)cc1	-11	17	-4	-13	0	-7	-7	-8	-4	-3	-21
CCN(CC)CCNC(Cc1ccccc1)c1cccc(OC)c1 (configuration not stated)	2	-10	9	0	-3	-3	-11	-5	6	-13	-2
O=C(c1cccc(S(=O)(=O)NCCOc2ccccc2)c1)N1CCN(c2ncccn2)CC1	12	-2	5	5	-1	5	13	8	-10	2	-1
CCSc1nnc(NC(=O)C(C)Sc2nc3ccccc3[nH]2)s1 (configuration not stated)	-18	-3	6	-11	-4	3	-2	-2	-12	-32	5
O=C(CN1C(=O)c2cccc3cccc1c23)N1CCN(c2ccccc2)CC1	7	-3	0	-2	11	9	-1	-3	-10	3	4
CC(C)C(=O)Nc1nnc(Sc2ccc(N(C)C)cc2)s1	-9	-1	10	-10	-2	-18	6	-2	15	-15	5
Cc1noc(C)c1CSc1ncnc2sc(C)c(C)c12	12	-5	11	7	1	0	9	-12	-13	3	-2
CCN1C(=O)C(CC(=O)Nc2ccc(F)cc2)N(CCc2ccc(OC)cc2)C1=S (configuration not stated)	-8	-8	7	5	-6	16	-7	-4	10	-1	0
CC(C)(C)Nc1cccccc1=O	1	-6	0	-3	3	15	-5	7	-9	-8	-8
CCOC(=O)C1C(c2ccc(OC)cc2)N(C)OC1(O)C(F)(F)F (configuration not stated)	-3	-4	11	7	6	-15	-38	-8	1	6	3
Cc1[nH]c(-c2ccc3c(c2)OCO3)nc1C(=O)O	-8	-3	10	20	-3	3	18	-22	-14	12	17
O=C(NNC(=O)c1ccccc1-c1ccccc1C(=O)O)c1ccccc1	-12	4	-6	7	-4	7	2	-2	12	12	1
O=C(CSc1nnc(-c2cccnc2)n1Cc1ccccc1)NCc1ccco1	-9	-5	5	-18	-13	-10	10	3	6	-8	-11
C(=NOCc1ccccc1)c1ccncc1	-43	11	-45	-8	-14	-34	-19	3	-25	-34	-7
COc1ccc(/C=N/NC(=O)c2ccc3c(c2)OCCO3)cc1[N+](=O)[O-]	-62	3	-6	-57	3	-11	16	4	-4	-20	8
O=C1[C@@H]2CSCN2C(=O)CN1Cc1ccc(F)cc1	-9	19	-2	5	-2	-28	-4	4	-4	-7	-5
COc1cc(CN2CCN(c3ncccn3)CC2)cc(OC)c1	2	2	-2	-9	5	1	1	-17	-1	7	6
CCOC(=O)c1sc(N2C(=O)C(O)=C(C(=O)c3ccco3)C2c2cccc(Cl)c2)nc1C (configuration not stated)	-17	-7	-23	-45	5	-17	-26	15	-16	-22	41
COCCCN(C(C)=O)c1nc(-c2ccc(OC)cc2)cs1	-7	10	-34	-27	15	0	-8	-11	-5	-33	16
CC(C)Cn1c(N)c(C(=O)CSc2nc3ncc(Cl)cc3[nH]2)c(=O)n(C)c1=O	24	22	-6	14	14	-14	-1	1	39	7	-22
COc1ccc(-c2cc(C(=O)NCc3cccc(Cl)c3)[nH]n2)c(C)c1	-26	-22	-23	-26	·	-13	-9	5	-13	7	-6
COC(=O)C1=C(C)NC(C)=C(C(=O)OC)C1c1ccco1	-3	3	17	17	1	-2	1	10	1	4	-6
O=C(/C=C/c1ccc(S(=O)(=O)N2CCOCC2)cc1)Nc1ccc(F)c(F)c1F	12	9	8	-5	15	15	4	0	20	-16	-16
Next part.
SMILES	TROY signal inh	TRAIL sens C8	SRC3 inh	LRH-1 inv ag	LMP1 NFkB inh	COUP-TFII inh	SRC2 inh	KKLEB cytotox	TWEAK Fn14 block	SRC1 inh	CF NFkB block
O=C(COc1ccc([N+](=O)[O-])cc1)Nc1nc(-c2ccccn2)cs1	-9	-1	19	24	39	15	24	6	-32	-6	14
COc1ccc(/C=N/NC(=O)c2cc(-c3ccccc3)nc3ccccc23)cc1O	-2	26	7	-4	9	5	-23	-1	-2	6	-2
COc1ccc(-c2cn3cccnc3n2)cc1NS(=O)(=O)c1ccccc1	3	-10	20	-21	6	13	-35	-6	-7	4	-11
CCCN(CC(=O)Nc1ccccc1C)C(=O)c1sc2ccccc2c1Cl	11	4	23	11	0	-9	-12	-8	-8	15	14
COc1cc(O)c(C(CC(=O)N2CCN(c3ccccc3)CC2)c2ccc3c(c2)OCO3)c(OC)c1 (configuration not stated)	-7	12	-5	-13	-6	-7	-15	-4	17	-14	4
Cc1sc(NC(=O)CSc2nnc(COc3ccccc3)n2C)c(C#N)c1C	6	27	-7	-32	0	6	15	8	3	-4	-16
CCOC(=O)CN(C(=O)CNC(=O)c1cccs1)C(C(=O)NC1CCCCC1)c1cccs1 (configuration not stated)	-1	-7	1	11	0	7	9	10	9	-9	-11
CC1(C)O[C@@H]2C[C@H]3[C@@H]4CCC5=CC(=O)CC[C@]5(C)[C@@]4(F)[C@@H](O)C[C@]3(C)[C@]2(C(=O)CCl)O1	23	5	-40	2	15	-23	-5	-10	-26	-13	77*
CN(/N=C/c1cccnc1)c1cnc2ccccc2n1	-45	31	-108	-99	-9	-62	-54	5	21	-80	-16
CN1C(=O)[C@H]2[C@@H](C3CC3)N3C(=O)CN(Cc4ccccc4)C(=O)[C@@]3(C)[C@H]2C1=O	11	-6	2	9	-2	8	-1	1	-2	-9	-25
CC1CCCCC1NC(=O)c1cc(S(=O)(=O)N2CCOCC2)ccc1Cl (configuration not stated)	0	-19	-24	-1	2	17	-1	-10	0	-6	2
CCC(C)Sc1nc2c(c(=O)[nH]c(=O)n2C)n1CC(O)COc1ccccc1C (configuration not stated)	3	4	-14	-19	5	-1	-7	1	-6	1	-17
OC[C@H]1O[C@H](OCc2ccccc2)[C@H](O[C@@H]2OC[C@@H](O)[C@H](O)[C@H]2O)[C@@H](O)[C@@H]1O	-5	0	1	-2	0	-12	12	6	6	-69	-13
Cc1c(C(c2cccc(Br)c2)c2c(C)n(C)n(-c3ccccc3)c2=O)c(=O)n(-c2ccccc2)n1C	15	7	0	28	6	10	0	2	-15	-4	-12
CCN(CC(=O)Nc1c(F)cccc1F)C(=O)CSc1nc(C)cc(C)n1	5	8	-8	2	8	11	-29	13	-15	-59	-1
Cc1nc(C)c(-c2csc(Nc3ccc(S(N)(=O)=O)cc3)n2)s1	14	5	8	-2	9	28	-30	5	16	6	-11
CC(=O)NC1(C(F)(F)F)NC(=O)N(CCc2ccccc2)C1=O (configuration not stated)	-4	1	-25	5	-5	-19	2	4	14	-14	-19
COc1ccc(N=[N+]([O-])c2ccc(OC)cc2)cc1	-6	67*	-67	-144	-3	-37	-25	-16	62*	-74	-18
Cc1ccc(S(=O)(=O)OCCC2=CC(=O)CCN2Cc2ccccc2)cc1	-4	2	6	7	-7	4	19	0	-2	-6	-38
N#Cc1cc(S(=O)(=O)N2CCOCC2)ccc1N1CCOCC1	-5	-10	12	7	-2	5	-12	-4	17	-16	14
CC1=CC=CC2=N/C(=N\S(=O)(=O)c3ccc(F)cc3F)c3ccccc3CN12	-8	-2	11	-4	-6	-6	-18	-1	-4	9	9
COc1cc(C)c(NC(=O)COc2ccc3c(c2)CCC3)cc1OC	4	-2	-10	-5	5	6	19	6	11	-6	-7
Cc1cc(C)cc(NC(=O)CN2CCN(c3ccccc3)CC2)c1	-2	-4	-4	-4	1	32	13	-9	-17	10	4
COc1ccc(-c2nc(CN3CCCCC3c3cccnc3)c(C)o2)c(F)c1 (configuration not stated)	-21	-7	10	-7	-2	2	-4	7	6	11	-11
Cc1ccccc1OCC(=O)Nc1ccccc1NC(=O)c1ccco1	-5	13	-6	15	2	-7	8	-14	44	3	4
Following part.
SMILES	TROY signal inh	TRAIL sens C8	SRC3 inh	LRH-1 inv ag	LMP1 NFkB inh	COUP-TFII inh	SRC2 inh	KKLEB cytotox	TWEAK Fn14 block	SRC1 inh	CF NFkB block
CCN1C(c2ccccc2)=C(c2ccccc2)S/C1=C\C=C1/SC(=S)N(C)C1=O	-9	8	-4	5	19	11	9	2	11	-17	2
CC(C)(O)C#Cc1ccc(CN2CCCC(CNC(=O)c3ccco3)C2)cc1 (configuration not stated)	10	-2	-15	11	2	-14	-15	-8	6	6	-15
CCOC(=O)/C(=N\Nc1ccccc1Cl)N1CCN(C)CC1	5	-16	27	0	1	27	6	-15	-22	-7	10
Cn1c(CSCc2ccc(F)cc2)n[nH]c1=S	17	-9	3	7	6	6	30	8	-11	9	6
COc1ccc(C2CC(O)(c3ccccc3)Oc3cc(OC)ccc32)cc1 (configuration not stated)	11	0	21	14	-1	-2	11	-22	24	22	14
CCCCN(C(=O)CSc1nnnn1-c1ccccc1OC)C1CCS(=O)(=O)C1 (configuration not stated)	-24	-7	-18	19	-1	22	8	2	13	7	8
CC(C)C[C@H]1CN([C@@H](Cc2ccccc2)CN2CCC[C@H]2CN2C(=O)C(=O)NC[C@@H]2Cc2ccc(O)cc2)C(=O)C(=O)N1CC1CCCCCC1	30	3	·	0	·	14	-24	·	19	·	·
CN(CC(=O)NCCc1ccc(S(N)(=O)=O)cc1)CC(=O)Nc1ccc(Cl)cc1	-3	-4	1	5	-4	-3	1	16	-10	3	-28
C[C@H](CO)N1C[C@H](C)[C@@H](CN(C)C(=O)Nc2cc(F)ccc2F)Oc2ncc(-c3cccc(F)c3)cc2C1=O	-1	-2	4	7	11	18	-13	-2	-3	-13	2
N#C/C(=C(/O)CSc1ccccn1)c1nc2ccccc2s1	-8	1	7	-6	-1	0	-7	-14	3	-7	0
O=C(/C=C/c1ccc(F)cc1)N1CCCc2ccccc21	-49	1	-8	-20	-13	3	3	10	-30	-10	2
NC(=O)c1ccc(NC(=O)COc2cccc3c2CCNC3=O)cc1	-8	1	7	17	-2	-5	-30	5	-9	4	3
COc1ccccc1N(C)S(=O)(=O)c1ccc(C(=O)N2CCCc3ccccc32)cc1	24	-3	11	2	-4	19	21	-20	31	-12	12
CSc1ccccc1NC(=S)Nc1cc(C)cc(C)c1	-9	-19	22	0	-1	-1	-7	0	-12	8	-6
Cc1ccccc1C(=O)N/N=C/c1cccc2ccccc12	-24	-1	-31	-18	-7	-39	-31	-2	-14	-4	6
COc1cc(CNn2cnnc2)ccc1OCC(=O)NC1CCCCC1	-22	-1	18	-11	-5	-4	-12	4	12	1	6

Profiles, quoted from the list. Values in the order: TROY signal inh	TRAIL sens C8	SRC3 inh	LRH-1 inv ag	LMP1 NFkB inh	COUP-TFII inh	SRC2 inh	KKLEB cytotox	TWEAK Fn14 block	SRC1 inh	CF NFkB block
Shown for CSc1ccccc1NC(=S)Nc1cc(C)cc(C)c1 = -9	-19	22	0	-1	-1	-7	0	-12	8	-6
Shown for CN(CC(=O)NCCc1ccc(S(N)(=O)=O)cc1)CC(=O)Nc1ccc(Cl)cc1 = -3	-4	1	5	-4	-3	1	16	-10	3	-28
Shown for CCN1C(c2ccccc2)=C(c2ccccc2)S/C1=C\C=C1/SC(=S)N(C)C1=O = -9	8	-4	5	19	11	9	2	11	-17	2
Shown for C[C@H](CO)N1C[C@H](C)[C@@H](CN(C)C(=O)Nc2cc(F)ccc2F)Oc2ncc(-c3cccc(F)c3)cc2C1=O = -1	-2	4	7	11	18	-13	-2	-3	-13	2

Source: PubChem BioAssay (several laboratories)
